# S1P4 agonist – S1P4 receptor agonists, primary screen, cell-based | activation, % at 4.98 µM | 0.35% of 220,000 active | Sphingosine 1-phosphate receptor 4 (Homo sapiens), O95977 | S1P4-expressing cell line, agonist reporter assay; in the data active = activation above about 11%;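 note: 0% = DMSO vehicle and 100% = reference agonist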
# Target sequence (O95977 whole entry, looked up): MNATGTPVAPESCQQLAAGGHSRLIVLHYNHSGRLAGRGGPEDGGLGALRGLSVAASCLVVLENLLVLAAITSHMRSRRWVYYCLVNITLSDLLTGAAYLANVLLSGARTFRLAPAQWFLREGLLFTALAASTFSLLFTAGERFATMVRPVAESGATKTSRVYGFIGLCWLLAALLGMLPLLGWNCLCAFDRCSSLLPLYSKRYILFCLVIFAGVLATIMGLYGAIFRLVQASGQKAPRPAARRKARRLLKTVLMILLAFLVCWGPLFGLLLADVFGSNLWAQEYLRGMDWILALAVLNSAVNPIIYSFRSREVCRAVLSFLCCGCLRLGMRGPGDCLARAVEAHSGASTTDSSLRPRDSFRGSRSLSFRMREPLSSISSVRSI
# NPY-Y1 antag – NPY-Y1 receptor antagonists, primary screen, cell-based; HEK293-CNG Y1 cells, membrane potential fluorescence; NPY at EC95, then isoproterenol; inhibition, % at 3.6 µM; 1% of 200,000 active;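 active = inhibition above the campaign mean inhibition of all tested compounds plus 3 SD, cut at about 20% in these data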;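 note: 0% = DMSO wells given NPY plus isoproterenol and 100% = isoproterenol alone without NPY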
#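 Benchmarks – high control isoproterenol alone, low control NPY with isoproterenol · Material – HEK293 Y1/CNG channel cell line · Times – dye 3 h, compound 60 min room temperature, stimulation 45 min · Probe or stimulus – NPY (25 nM), isoproterenol (1 µM), Ro 20-1724 (25 µM) · Evaluation – % inhibition of NPY effect · Signal – fluorescence, membrane potential probe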
# BaF3 tox – parental Ba/F3 cell viability inhibition, counter-screen for JAK2V617F inhibitor project, murine pro-B, CellTiter-Glo luminescence; CellTiter-Glo ATP luminescence; inhibition, % at 5.6 µM; 1.1% of 220,000 active; AID 1486, 2009;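 active = inhibition above a per-campaign cutoff, the mean inhibition of all tested compounds plus 3 SD, cut at about 27% in these data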;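 note: 0% = DMSO wells and 100% = JAK Inhibitor I control wells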
# NPY2 pot ag – NPY-Y2 potentiators or agonists, primary screen, cell-based. Neuropeptide Y receptor type 2 (Homo sapiens), P49146. activation, % at 3.6 µM. cells expressing NPY-Y2, potentiator/agonist read-out. 0.45% of 220,000 active; in the data active = activation above about 27%;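 note: cells stimulated with NPY near EC25 plus isoproterenol at EC100; 0% = vehicle plus submaximal agonist and 100% = vehicle plus saturating agonist; some results beyond the cut were filed as inactive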
# NCF1 inh – p47phox/p22phox peptide binding inhibitors, primary screen, biochemical, uHTS, NADPH oxidase regulatory subunit; fluorescence polarization, 2 h; 0.53% of 220,000 active; Neutrophil cytosol factor 1 (Homo sapiens), P14598; inhibition, % at 24.7 µM;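 active = inhibition above about 30%, limit read from the data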;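 note: 0% = p47phox with labelled peptide and 100% = labelled peptide alone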
# Target sequence (P14598 whole entry, looked up): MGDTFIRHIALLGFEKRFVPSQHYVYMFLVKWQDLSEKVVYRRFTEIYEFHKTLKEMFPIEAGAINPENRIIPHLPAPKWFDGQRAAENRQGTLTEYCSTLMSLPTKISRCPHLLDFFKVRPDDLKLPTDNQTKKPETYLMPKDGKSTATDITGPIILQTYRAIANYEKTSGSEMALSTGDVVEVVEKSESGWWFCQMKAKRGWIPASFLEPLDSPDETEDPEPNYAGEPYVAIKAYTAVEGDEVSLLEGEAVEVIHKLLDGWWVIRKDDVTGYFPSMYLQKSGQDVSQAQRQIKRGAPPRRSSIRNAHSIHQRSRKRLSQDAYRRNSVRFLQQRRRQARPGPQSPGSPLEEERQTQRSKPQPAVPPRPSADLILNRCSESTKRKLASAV
# CHOP inh – inhibitors of CHOP promoter induction, primary screen, cell-based, unfolded protein response, luciferase reporter | CHO-K1 CHOP-promoter luciferase, tunicamycin-induced, 15-18 h | 3.8% of 220,000 active | inhibition, % at 10 µM;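 active = compounds that reduced the stress-induced luciferase reporter signal by more than about 70% of percent inhibition, limit read from the data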;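 note: 0% = tunicamycin plus vehicle and 100% = wells without tunicamycin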
# Ba/F3 V617F tox – reduced viability of JAK2V617F-dependent Ba/F3 cells, primary screen, JAK2V617F inhibitor project, cell-based, Ba/F3 EpoR-JAK2V617F, luminescence. 1.1% of 220,000 active. ATP luminescence. AID 1446, 2008. inhibition, % at 5.6 µM;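 active = inhibition above the campaign mean plus 3 SD over all tested compounds, cut at about 24% in these data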;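 note: cytokine-independent growth of Ba/F3 cells driven by EpoR plus mutant JAK2; 0% = DMSO-treated cells and 100% = JAK inhibitor I control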
# S1P4 antag – S1P4 receptor antagonists, primary screen, cell-based. Sphingosine 1-phosphate receptor 4 (Homo sapiens), O95977. S1P4-expressing cells, antagonist mode, reporter read-out. inhibition, % at 4.98 µM. 0.26% of 220,000 active. AID 1510, 2009; in the data active = inhibition above about 29%;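 note: 0% = wells stimulated with agonist and 100% = vehicle wells without agonist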
# NPY-Y1 PAM-ag – NPY-Y1 receptor potentiators or agonists, primary screen, cell-based; NPY-Y1 expressing cells, potentiator/agonist activation; activation, % at 3.6 µM; Neuropeptide Y receptor type 1 (Homo sapiens), P25929; 0.37% of 220,000 active; in the data active = activation above about 33%, passing the limit was not always enough;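 note: cells stimulated with NPY at EC10 then isoproterenol at EC100; 0% = low agonist plus stimulus and 100% = saturating agonist plus stimulus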
# Active calls of the source: *; . = no result given. This is a subset; rates above refer to the full screens.
no.	SMILES	S1P4 agonist	NPY-Y1 antag	BaF3 tox	NPY2 pot ag	NCF1 inh
1	CCOC(C(=O)OCC(O)CN(CC)CC)(c1ccccc1)c1ccccc1 (configuration not stated)	0.3	-7	3	23	-7
2	O=C1NC(=O)C(=Cc2cn(CCOc3ccc4c(c3)OCO4)c3ccccc23)C(=O)N1	0.1	10	5	-2	-149
3	Nc1c(C(=O)NCCCc2ccccc2)c2nc3ccccc3nc2n1Cc1cccs1	5.2	-1	1	-1	-40
4	CCCC1COC(Cn2cncn2)(c2ccc(Cl)cc2Cl)O1 (configuration not stated)	-1.8	1	-1	0	-7
5	Cc1ccc(S(=O)(=O)Cc2ccc(C(=O)N3CCC4(CC3)OCCO4)o2)cc1	-2.0	1	11	-15	-2
6	OC12ONC(c3ccccn3)C1N1CCC2CC1 (configuration not stated)	0.8	10	-3	2	-11
7	CN1C2c3ccccc3C3C4c5ccccc5C(C31)C(C2[N+](=O)[O-])N4C (configuration not stated)	0.6	.	-1	0	92*
8	CCN1C(=O)C(=Cc2ccc(N3CCOCC3)o2)C(=O)N(CC)C1=S	1.0	.	-4	-10	-231
9	COc1ccc(C(=O)OC2CC[C@@]3(C)C4CCC5[C@]6(O)CC(O)[C@@]7(O)C(CN8CC(C)CCC8[C@@]7(C)O)[C@]6(O)C[C@@]53O[C@]24O)cc1OC (some centres not stated)	-0.8	.	-4	-10	-2
10	Cc1cc(NC(=O)COC(=O)c2c(C)nn(Cc3ccccc3Cl)c2Cl)no1	-1.2	-2	3	10	-13
11	Cc1cccc(N2C(=O)NC(=O)/C(=C\c3ccc(N4CCOCC4)cc3)C2=O)c1	0.4	.	-2	12	-8
12	CCC(=NCCc1ccccc1)c1c(O)n(C)c(=O)n(C)c1=O	9.9	.	4	-32	-4
13	Cc1nc2ccc(N3CCN(C)CC3)cc2nc1C	-1.5	-3	7	-11	-6
14	CCOc1ccc(-n2c(O)c(C=Nc3ccc(N4CCOCC4)cc3)c(=O)[nH]c2=O)cc1	2.5	-1	4	5	-6
15	COc1ccccc1CN1CCN(Cc2ccc(Cl)cc2)CC1	0.3	4	3	-3	8

no.	CHOP inh	Ba/F3 V617F tox	S1P4 antag	NPY-Y1 PAM-ag
1	22	-2	16	32
2	99*	-2	-6	0
3	50	-5	-16	-22
4	18	-2	8	8
5	-31	5	14	-2
6	-20	0	-5	-11
7	13	-3	5	-4
8	16	-1	5	9
9	12	1	-17	9
10	56	0	1	-28
11	0	3	4	-3
12	40	1	-21	-12
13	-1	5	-12	-34
14	23	-2	-26	6
15	30	7	6	2

# (more compounds)
no.	SMILES	S1P4 agonist	NPY-Y1 antag	BaF3 tox	NPY2 pot ag	NCF1 inh
16	O=C(COc1ccc(Br)cc1)N1CCN(Cc2ccncc2)CC1	1.8	2	0	7	-1
17	N#Cc1ccc(NC(=O)CN2CCCC2)cc1Cl	0.2	5	7	-12	-9
18	COc1ccc(C(=O)O/N=C(/C(N)=O)P(=O)(OC(C)C)OC(C)C)cc1	0.8	.	1	-9	-10
19	COc1ccc2cc(C(=O)C3CCCN(C4CCOCC4)C3)ccc2c1 (configuration not stated)	0.2	8	2	-19	-2
20	CN1CCc2nc3ccc(F)cc3c(C(N)=O)c2C1	-2.2	0	-2	13	8
21	O=C(O)C1(c2ccc(Cl)cc2)CCC1	-0.6	9	-1	6	-1
22	O=P(NC(c1ccccc1)c1ccccc1)(Oc1ccccc1)Oc1ccccc1	-0.7	21*	0	-18	-4
23	COc1ccc(CC(=O)N2CCN(C)CC2)cc1OC	1.3	5	4	7	-19
24	CCC(COC(=O)c1cc(OC)c(OC)c(OC)c1)(c1ccccc1)N(C)C (configuration not stated)	-0.4	-2	3	6	-7
25	O=C1CCN(C(=O)CCCn2c(=O)oc3ccccc32)CC1	-0.4	3	7	-14	-5
26	CC(=O)NC(Cc1ccc(N(CCCl)CCCl)cc1)C(=O)O (configuration not stated)	-0.1	-1	2	4	1
27	Fc1ccccc1N1CCN(Cc2c(F)cccc2F)CC1	0.3	-3	-1	0	-6
28	O=c1c2ccccc2nc(N2CCCC2)n1-c1ccc(Cl)cc1	1.3	-3	3	1	-6
29	O=C(C1CC(=O)N(c2ccc(F)c(Cl)c2)C1)N1CCC2(CC1)OCCO2 (configuration not stated)	-0.4	2	2	0	-22
30	O=C(Cc1ccccc1)N1CCN(Cc2ccccn2)CC1	2.9	-7	0	0	-4

no.	CHOP inh	Ba/F3 V617F tox	S1P4 antag	NPY-Y1 PAM-ag
16	2	0	-7	7
17	49	-1	1	8
18	-42	-7	22	16
19	30	4	-1	-21
20	-1	-4	-10	14
21	-26	-3	-7	7
22	19	0	-21	-15
23	7	3	-8	7
24	25	0	-16	-10
25	7	1	-3	-6
26	-6	-4	12	2
27	-35	-5	-19	2
28	23	-6	-5	-24
29	-11	-3	-27	-5
30	18	-3	-6	0

# (cont.)
no.	SMILES	S1P4 agonist	NPY-Y1 antag	BaF3 tox	NPY2 pot ag	NCF1 inh
31	CN(C)CCOC(=O)c1cn(Cc2ccccc2)c2ccccc12	-0.2	11	11	-18	-7
32	CC1(C)C(C(=O)NN2C(=O)c3ccccc3C2=O)C1(C)C	1.3	0	1	-12	-16
33	O=C1C2CCCN2C(c2ccccc2)N1c1ccccn1 (configuration not stated)	-0.3	-2	-1	-5	-11
34	O=[N+]([O-])[N-][n+]1cnn(Cc2ccccc2)c1	0.6	7	4	-10	6
35	Cc1ccc(-n2nc(C)c(C3C(C#N)=C(N)Oc4c3c(=O)oc3ccccc43)c2Cl)cc1 (configuration not stated)	-2.2	-4	2	5	-9
36	O=c1[nH]c(O)c(C=Nc2ccccc2[N+](=O)[O-])c(=O)[nH]1	-0.8	-2	8	5	-6
37	Cc1cccc(-c2nc3ccccc3c(=O)n2-n2cccc2)c1	0.0	4	3	-1	-6
38	O=S(=O)(c1ccccc1)N1CC1c1ccccc1 (configuration not stated)	0.4	3	1	-5	-2
39	COP(=O)(OC)C1(O)C(=O)Nc2ccc(Br)cc21 (configuration not stated)	1.4	4	1	6	-12
40	O=C1C=C2C=C[C@H]3C[C@]2(O1)[C@@H]1CCCCN13	0.4	0	5	8	-5
41	O=C1Nc2ccccc2/C1=C/c1nc2ccccc2c(=O)n1-c1ccc(O)cc1	0.3	.	1	42*	-6
42	O=c1c2ccccc2nc(Cc2ccccc2)n1-c1ccccc1O	-1.3	.	-1	-1	-4
43	CCN(CC)c1ccc(N=Cc2c(O)n(-c3cc(OC)ccc3OC)c(=O)[nH]c2=O)cc1	2.2	0	4	-6	-29
44	Cn1c2ccccc2c2cnn(CC(=O)N3CCC4(CC3)OCCO4)c(=O)c21	-1.8	1	4	-1	-7
45	O=C(c1cccs1)N1C2CCC1CC(O)(c1cccnc1)C2 (configuration not stated)	-1.3	-4	1	-14	1

no.	CHOP inh	Ba/F3 V617F tox	S1P4 antag	NPY-Y1 PAM-ag
31	13	-3	-1	-50
32	-25	-2	-18	-2
33	13	4	-6	-12
34	0	2	1	2
35	-14	0	0	-10
36	12	2	-4	32
37	53	-3	-4	-9
38	15	-4	-14	-9
39	-9	-3	-14	11
40	-21	-2	3	-11
41	-20	3	-2	44
42	22	-2	8	4
43	17	0	-4	-26
44	-19	-1	-4	-1
45	10	-4	-4	-3

# Pulled by compound from the list above (two):
no.	SMILES	S1P4 agonist	NPY-Y1 antag	BaF3 tox	NPY2 pot ag	NCF1 inh
39	COP(=O)(OC)C1(O)C(=O)Nc2ccc(Br)cc21 (configuration not stated)	1.4	4	1	6	-12
36	O=c1[nH]c(O)c(C=Nc2ccccc2[N+](=O)[O-])c(=O)[nH]1	-0.8	-2	8	5	-6

no.	CHOP inh	Ba/F3 V617F tox	S1P4 antag	NPY-Y1 PAM-ag
39	-9	-3	-14	11
36	12	2	-4	32

# Other compounds follow.
no.	SMILES	S1P4 agonist	NPY-Y1 antag	BaF3 tox	NPY2 pot ag	NCF1 inh
46	COc1cccc(C2C([N+](=O)[O-])=C(N)Oc3c2c(=O)oc2ccccc32)c1 (configuration not stated)	1.2	-2	-1	14	-12
47	O=C1NC(=S)N(c2ccc(Cl)cc2)C(=O)/C1=C/N1CCN(C(=O)c2ccco2)CC1	-1.4	9	1	-6	-117
48	CCCCCCC(=O)c1c(O)n(-c2ccc(OC)cc2)c(=O)[nH]c1=O (tested in a mixture with another compound)	2.1	.	0	-3	-11
49	COc1ccccc1N=Cc1c(O)n(C)c(=O)n(C)c1=O	1.0	1	-1	7	0
50	COc1ccc(NC(=O)c2cn(CCC#N)nc2-c2ccc([N+](=O)[O-])cc2)cc1	-0.5	0	0	5	-2
51	O=C(N/N=C1/CN2CCC1CC2)c1cccc(O)c1	-2.4	-2	8	-12	4
52	COc1ccc(-c2nc3ccccc3c(=O)n2-c2ccc(OC)cc2)cc1	-0.2	16	2	-17	-10
53	C=CCn1c(O)c(C(CC)=Nc2cc(OC)ccc2OC)c(=O)[nH]c1=O	-0.1	7	4	9	-8
54	CN1CCN(c2ccccc2N)CC1	0.5	5	0	-6	-5
55	CC1(C)COC(Nc2ccc(Cl)cc2)=N1	1.5	-3	3	8	-2
56	Cc1cc(/C=C2\C(=O)NC(=O)N(Cc3ccccc3)C2=O)c(C)n1C1CC1	-1.5	-7	-1	3	-51
57	CCn1c(O)c(C=Nc2ccc(S(N)(=O)=O)cc2)c(=O)n(CC)c1=S	1.3	7	4	0	-21
58	O=C1CC2OCC=C3CN4CCC56c7cc([N+](=O)[O-])ccc7N1C5C2C3CC46 (configuration not stated)	0.0	-1	6	-8	11

no.	CHOP inh	Ba/F3 V617F tox	S1P4 antag	NPY-Y1 PAM-ag
46	8	-3	-10	14
47	5	-4	-10	0
48	-2	-2	-3	-1
49	6	-3	-7	-1
50	-3	-1	-9	7
51	-3	5	-7	-11
52	-3	-1	-3	-7
53	3	-4	5	24
54	22	-3	8	16
55	-13	-2	-8	5
56	3	-2	7	-9
57	25	0	-5	-12
58	-25	-2	2	6

# Record cards, as listed above:
# Results for `Cc1cc(/C=C2\C(=O)NC(=O)N(Cc3ccccc3)C2=O)c(C)n1C1CC1` → S1P4 agonist: -1.5; NPY-Y1 antag: -7; BaF3 tox: -1; NPY2 pot ag: 3; NCF1 inh: -51; CHOP inh: 3; Ba/F3 V617F tox: -2; S1P4 antag: 7; NPY-Y1 PAM-ag: -9
# Results for `CCCCCCC(=O)c1c(O)n(-c2ccc(OC)cc2)c(=O)[nH]c1=O` (tested in a mixture with another compound) → S1P4 agonist: 2.1; NPY-Y1 antag: .; BaF3 tox: 0; NPY2 pot ag: -3; NCF1 inh: -11; CHOP inh: -2; Ba/F3 V617F tox: -2; S1P4 antag: -3; NPY-Y1 PAM-ag: -1
# Results for `COc1ccccc1N=Cc1c(O)n(C)c(=O)n(C)c1=O` → S1P4 agonist: 1.0; NPY-Y1 antag: 1; BaF3 tox: -1; NPY2 pot ag: 7; NCF1 inh: 0; CHOP inh: 6; Ba/F3 V617F tox: -3; S1P4 antag: -7; NPY-Y1 PAM-ag: -1

# Screening results from PubChem.
